Screens from PubChem.
Texas Red fluor: compound fluoresces in the Texas Red spectral region; Compound fluorescence, Texas Red channel, 547/618 nm; active compounds read high; max dye-equivalent concentration, M; 0.06% of 59,000 active; AID 587; in the data active = max dye-equivalent concentration above about 10 nM; inconclusive = between about 1.1 nM and that limit
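Compound titrations in 100 mM Tris pH 8.0 were incubated 15 min at room temperature and read at 547 nm excitation / 618 nm emission. Texas Red six-point standard curve on each plate converted fluorescence to dye-equivalent concentration.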
Fluorescein fluor: compound fluoresces in the fluorescein spectral region; Compound autofluorescence, 480/540 nm, fluorescein-equivalent; active compounds read high; max fluorescein-equivalent concentration, M; 0.91% of 59,000 active; AID 593; in the data active = max fluorescein-equivalent concentration above about 10 nM; inconclusive = between about 1.1 nM and that limit
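Each compound is tested across a concentration series in 100 mM Tris buffer at pH 8.0. After 15 min at room temperature, plates are imaged with 480 nm excitation and 540 nm emission filters, and intensities are converted to fluorescein-equivalent values.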
HEK293 cAMP cs: raises cAMP in parental HEK293 cells, TSHR agonist counter-screen; parental HEK293 CNG cAMP sensor, membrane potential fluorescence; Potency, µM (highest dose often 57.1 µM), for the others: at the highest dose activation, most hits filed as activators; 2.5% of 73,000 active; also: potency is read from the fitted curve at half-maximal effect; % of control where 0% means no effect; nearly all actives have a fitted effect of over 55% in size
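Counterscreen for endogenous-receptor signalling: CNG-channel HEK 293 cells report cAMP rise by membrane depolarization. After 60 min dye equilibration with 100 uM RO 20-1724, compounds incubated 30 min before bottom-read fluorescence at 590 nm.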
Caspase-1 inhib: allosteric or competitive inhibitors of human caspase-1; Caspase-1 enzyme, Ac-WEHD-AFC fluorogenic rate; Potency, µM (doses to about 57.5 µM), without a hit: at the highest dose activity change, negative = inhibition, actives largely listed as inhibitors; 0.03% of 75,000 active;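 also: potency is read from the fitted curve at half-maximal effect; plate controls were vehicle for no effect and no substrate for full effect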
Target sequence (P29466 120-297 limits assumed): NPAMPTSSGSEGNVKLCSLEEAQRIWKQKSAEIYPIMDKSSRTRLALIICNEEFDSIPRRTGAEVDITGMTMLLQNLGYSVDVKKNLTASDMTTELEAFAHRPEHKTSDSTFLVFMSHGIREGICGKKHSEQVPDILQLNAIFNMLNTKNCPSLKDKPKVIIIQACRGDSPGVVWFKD
Target sequence (P29466 317-404 limits assumed): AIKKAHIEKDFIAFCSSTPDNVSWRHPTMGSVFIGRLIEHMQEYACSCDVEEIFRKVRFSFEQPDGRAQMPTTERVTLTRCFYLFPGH
4MU fluor: 4-MU region autofluorescence | AID 589 | 11% of 59,000 active | compound autofluorescence, 340/450 nm, 4-MU equivalents; active compounds read high | max dye-equivalent concentration, M; in the data active = max dye-equivalent concentration above about 10 nM; inconclusive = mostly about 1.1 nM to 9.6 nM
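Compounds in 100 mM Tris, pH 8.0, incubated 15 min at room temperature, then fluorescence read at 340 nm excitation/450 nm emission. Signal converted to 4-MU dye-equivalent concentration using an on-plate six-point 4-MU standard curve.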
Casp7 inh: blocks human caspase-7 allosterically or competitively; P55210; recombinant caspase-7, Ac-DEVD-AFC fluorescence rate; Potency, µM (top dose mostly 57.5 µM), for the others: at the top dose activity change, negative = inhibition, hits mostly inhibitors; 0.02% of 75,000 active; AID 889; active = well fitted inhibition curve with a large enough effect in the main read-out, with a control signal flat, not every such curve was filed as active; inconclusive = small, poorly fitted or top-dose-only effect, or a change in a side signal; also: potency is read from the fitted curve at half-maximal effect; % of control where 0% means no effect
Luciferase inh: inhibitors of firefly luciferase; AID 411; purified firefly luciferase, luminescence, 8 min; 2.2% of 72,000 active; Potency, µM (doses to about 57.1 µM), for inactives: top-dose activity change, negative = inhibition, usual class: inhibitors; P08659; also: potency is read from the fitted curve at half-maximal effect; % is scaled to controls: 0 for no effect and ±100 for the full control effect; nearly all actives have a fitted effect of over 40% in size
Target sequence (P08659 whole entry, looked up): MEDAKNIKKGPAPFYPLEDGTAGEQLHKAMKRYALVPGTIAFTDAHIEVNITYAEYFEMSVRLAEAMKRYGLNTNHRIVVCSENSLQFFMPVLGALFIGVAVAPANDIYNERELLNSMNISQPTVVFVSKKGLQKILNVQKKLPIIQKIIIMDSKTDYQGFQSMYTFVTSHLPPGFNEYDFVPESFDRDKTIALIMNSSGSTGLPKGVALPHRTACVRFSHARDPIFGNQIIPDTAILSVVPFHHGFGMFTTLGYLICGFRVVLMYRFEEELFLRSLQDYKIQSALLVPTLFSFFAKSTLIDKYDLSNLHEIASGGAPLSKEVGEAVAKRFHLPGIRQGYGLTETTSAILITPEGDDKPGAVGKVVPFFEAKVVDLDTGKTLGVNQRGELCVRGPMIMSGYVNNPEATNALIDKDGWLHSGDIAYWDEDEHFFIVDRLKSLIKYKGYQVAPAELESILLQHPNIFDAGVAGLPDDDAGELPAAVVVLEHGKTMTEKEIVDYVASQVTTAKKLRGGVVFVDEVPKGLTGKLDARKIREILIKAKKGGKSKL
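Substrate buffer containing 10 uM ATP (pH 7.2 imidazole, Mg2+, KCl, detergent, BSA) is dispensed, compound pinned in, then luciferase/luciferin detector mix added. After 8 min at ambient temperature, light output is measured.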
ERK AVP inh: vasopressin-driven ERK pathway inhibition; Potency, µM (doses to about 57.5 µM), for the others: at the top dose activity, negative = inhibition, usual class: inhibitors; AID 995; HEK293-V1b, vasopressin-stimulated pERK AlphaScreen; 0.99% of 72,000 active; also: potency is read from the fitted curve at half-maximal effect; % is scaled to controls: 0 for no effect and ±100 for the full control effect; nearly all actives have a fitted effect of over 55% in size
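HEK293 cells stably expressing V1b receptor, preincubated 30 min at 37 °C with compound, then stimulated 5 min with 25 nM vasopressin. Phospho-ERK by AlphaScreen SureFire after 5 h RT; normalized to DMSO and vasopressin; AC50 by Hill fit.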
Tau fil binding: binds recombinant human tau filaments | P10636 | Potency, µM (series often up to 57.1 µM), without a hit: at the highest dose activity change, negative = inhibition | 2% of 71,000 active | recombinant tau filaments, thioflavin S fluorescence, 15 h; filaments grown with octadecylsulfate alongside compound | AID 596;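 also: potency is read from the fitted curve at half-maximal effect; % is scaled to controls: 0 for no effect and ±100 for the full control effect; actives lower thioflavin S fluorescence by blocking filaments or displacing dye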
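His-tagged recombinant human tau (exons 2, 3 and 10 included), 1 uM, was induced to fibrillize by 30 uM sodium octadecylsulfate with compound present. After 15 h at 37 C, thioflavine S fluorescence (ex 450, em 510 nm) was read.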
A350 autofl: compound fluoresces in the Alexa 350 spectral region; Compound autofluorescence, 340/450 nm, Alexa 350 dye-equivalents; active compounds read high; max dye-equivalent concentration, M; 11% of 59,000 active; AID 590; in the data active = max dye-equivalent concentration above about 10 nM; inconclusive = mostly about 1.1 nM to 9.6 nM
Rhodamine autofl: compound fluoresces in the rhodamine spectral region. max dye-equivalent concentration, M. AID 594. 0.05% of 59,000 active. Rhodamine-region fluorescence, 547/598 nm, Tris buffer; active compounds read high; in the data active = max dye-equivalent concentration above about 11 nM; inconclusive = between about 1.1 nM and that limit
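Intrinsic compound fluorescence, ex 547 / em 598 nm, CCD imager. Tris 100 mM pH 8.0; 15 min RT. Output = rhodamine dye-equivalent concentration at each compound concentration.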
* = called active by the depositor; i = inactive; ? = inconclusive; nt = not tested or not shown; & = joins results of further samples; [ ] = dose if it differs, or a comment. Unless noted, calls follow the shape of the dose curve; as a rule, active = well fitted curve in the direction sought with a large enough effect; inconclusive = small, poorly fitted or top-dose-only effect, or another doubt; inactive = no such curve, though single readings can be large; an effect the other way counts as inactive or inconclusive.

SMILES	Texas Red fluor	Fluorescein fluor	HEK293 cAMP cs	Caspase-1 inhib	4MU fluor	Casp7 inh	Luciferase inh	ERK AVP inh	Tau fil binding	A350 autofl	Rhodamine autofl
CCN(CC)S(=O)(=O)c1ccc2[nH]cc(C(=O)NCCc3ccc(OC)c(OC)c3)c(=O)c2c1	i	i	-3%	0%	i	1%	-1%	10%	56%	i	i
COC(=O)[C@H](CCSC)NC(=O)N1CCN(c2cccc(C(F)(F)F)c2)CC1	?	?	12%	-1%	i	-2%	2%	-6%	-13%	i	i
CN(C)CCCNc1cc(O)c2c(c1O)C(=O)c1ccccc1C2=O	4.6e-08M*	?	-26%[11.4 µM]	-1%[11.5 µM]	i	-2%[11.5 µM]	-6%[11.4 µM]	-28%[11.5 µM]	1µM*	i	1.8e-08M*
O=c1[nH]c2c(cc1CNCCN1CCOCC1)c(-c1cccc(F)c1)nn2-c1ccccc1	i	?	-6%	0%	?	nt	-2%	-8%	?	1e-08M*	i
O=C(C1CCC(=O)N1C1CCCCC1)N1CCN(c2ccc(F)cc2)CC1 (stereo not given)	i	i	21%	2%	i	0%	0%	1%	9%	?	i
Cc1ccc(N(CC(=O)O)S(C)(=O)=O)cc1Cl	i	i	4%	1%	i	-1%	3%	3%	-3%	i	i
N#CN(CC(N)=O)c1nc(N2CCCCC2)nc(N2CCCCC2)n1	?	i	1%	0%	i	-1%	0%	12%	16%	i	i
Cn1c(C(C#N)C(=O)Cc2cccc3ccccc23)nc2ccccc21 (stereo not given)	i	i	13%	-3%	i	0%	3%	8%	10%	i	i
NC(=O)C1CCN(CC(=O)c2c[nH]c3ccc(F)cc23)CC1	i	?	1%	-1%	i	0%	1%	-2%	-3%	?	i
CCOC(=O)C1CCCN(C(=O)CC(C)c2ccccc2)C1 (stereo not given)	nt	nt	?	0%	nt	-1%	-6%	24%	-4%[11.4 µM]	nt	nt
Cc1ccc(-n2nnnc2SCC(=O)Nc2ccc3c(c2)COC3=O)cc1C	?	?	7%	0%	i	2%	0%	4%	i	i	i
Cc1nn(Cc2ccc(Cl)cc2)c(C)c1NC(=O)c1noc2c1CCCCC2	?	i	?	0%	i	-3%	1%	26%	3%	i	i
CCOC(=O)c1c(NC(=O)Cn2nnc3ccccc32)sc2c1CCC(C)C2 (stereo not given)	i	?	14%	-7%	i	-2%	-2%	-16%	50%	i	i
Cc1cc(C(=O)NCc2cccnc2)n(-c2ccccc2)n1	nt	nt	10%	-1%	nt	0%	0%	-20%	1%	nt	nt
COc1ccccc1OC(=O)C1CC(=O)N(c2ccc(Cl)cc2)C1 (stereo not given)	i	i	15%	-1%	i	0%	-3%	9%	-10%	i	i
COC(=O)c1ccc(OC)c(CSc2nnc(-c3ccc(C)cc3)o2)c1	i	i	9%	-1%	i	1%	2%	0%	-1%	i	i
COc1ccc(N(C(=O)CNC(=O)c2ccco2)C(C(=O)NC2CCCCC2)c2ccco2)cc1 (stereo not given)	i	i	?	-1%	i	-8%	1%	-13%	22%	i	i
N#CC1=C(N)N2C(=C(C#N)C13CCCCC3)SC1CCCCC12O (stereo not given)	i	?	-32%[inhibitor]	-3%	i	0%	-1%	?	16%	i	i
O=C(O)C1CSC2c3ccccc3C(=O)N12 (stereo not given)	?	i	10%	2%	i	0%	1%	4%	-6%	i	i
CCOC(=O)C1CCN(C(=O)CNS(=O)(=O)c2cccs2)CC1	i	i	9%	1%	i	0%	1%	-7%	5%	i	i
O=C(COC(=O)c1cnccn1)c1ccc2c(c1)CCCC2	i	i	6%	-1%	i	1%	20µM*	7%	-24%	i	i
O=C(COc1ccc(S(=O)(=O)NCc2ccccc2)cc1)NCC1CCCO1 (stereo not given)	i	?	-5%	0%	?	0%	0%	-14%	2%	?	i
C=CCNS(=O)(=O)c1ncnc2nc[nH]c12	i	i	1%[11.4 µM]	1%[11.5 µM]	i	0%[11.5 µM]	1%[11.4 µM]	-7%[11.5 µM]	7%[11.4 µM]	i	i
Cc1ccc(NCc2nnc3n2CCCCC3)cc1	i	?	1%	3%	i	8%	4%	7%	-4%	i	i
Clc1cccc(N2CCN(CCNc3nc4ccccc4n4cnnc34)CC2)c1	i	i	-27%	1%	i	-1%	3%	-20%	29%	i	i

Luciferase inh, what is marked active above.
Compound	Texas Red fluor	Fluorescein fluor	Caspase-1 inhib	4MU fluor	Casp7 inh	Luciferase inh	Tau fil binding	A350 autofl	Rhodamine autofl
O=C(COC(=O)c1cnccn1)c1ccc2c(c1)CCCC2	i	i	-1%	i	1%	20µM*	-24%	i	i

Quoted from the results shown, 2 compounds:
SMILES	Texas Red fluor	Fluorescein fluor	HEK293 cAMP cs	Caspase-1 inhib	4MU fluor	Casp7 inh	Luciferase inh	ERK AVP inh	Tau fil binding	A350 autofl	Rhodamine autofl
CCOC(=O)c1c(NC(=O)Cn2nnc3ccccc32)sc2c1CCC(C)C2 (stereo not given)	i	?	14%	-7%	i	-2%	-2%	-16%	50%	i	i
Cc1cc(C(=O)NCc2cccnc2)n(-c2ccccc2)n1	nt	nt	10%	-1%	nt	0%	0%	-20%	1%	nt	nt

(further entries)
SMILES	Texas Red fluor	Fluorescein fluor	HEK293 cAMP cs	Caspase-1 inhib	4MU fluor	Casp7 inh	Luciferase inh	ERK AVP inh	Tau fil binding	A350 autofl	Rhodamine autofl
CC(=O)NC(NC(C)=O)c1ccc(Br)cc1	i	i	-2%	0%	i	-2%	0%	10%	-2%	?	i
CCn1c(SCC(=O)Nc2cccc(OC)c2)nnc1-c1ccc(Cl)cc1	?	i	?	0%	i	-3%	2%	10%	3%	?	i
CCN(CC)CCCN1C(=O)C(O)=C(C(C)=O)C1c1ccc(OC)cc1OC (stereo not given)	nt	nt	13%	1%	nt	2%	2%	-1%	-8%	nt	nt
N=C(N)SCc1cc(Cl)cc(Cl)c1O	i	i	8%[11.4 µM]	2%[11.5 µM]	i	1%[11.5 µM]	3%[11.4 µM]	4%[11.5 µM]	-2%[11.4 µM]	i	i
COC(=O)c1ccc2c(=O)n(CCC3=CCCCC3)c(SCC(=O)N3CCCC3)nc2c1	?	?	?	0%	?	-1%	2%	13%	34%	?	i
O=C(Cc1ccc(Cl)cc1)Nc1ccc(N2CCN(C(=O)c3ccco3)CC2)c(Cl)c1	i	i	3%	-1%	i	-4%	1%	-2%	295%	i	i
CCOC(=O)c1sc(NC(=O)CSc2ccccn2)c(C#N)c1C	i	i	8%	0%	i	0%	2%	-20%	-9%	i	i
c1ccc(-c2nnc(SCc3nc4ccccc4[nH]3)n2Cc2ccco2)nc1	i	i	?	0%	i	1%	4%	10%	6%	i	i
CC(C)NS(=O)(=O)c1ccc(OCC(=O)Nc2ccccc2F)cc1	i	i	4%	0%	i	0%	-2%	-6%	-10%	i	i
Cc1c(CC(C)(C)C(=O)O)n(Cc2ccc(Cl)cc2)c2ccc(F)cc12	?	?	?	-2%	i	-1%	-3%&-2%	-26%	?	i	i
CC1CCN(c2ncccc2C(=O)O)CC1	i	i	7%	1%	?	1%	0%	-13%	-9%	?	i
Cc1ccc(N2CC(C(=O)OCC(=O)C(C)(C)C)CC2=O)cc1C (stereo not given)	?	i	17%	-1%	i	2%	3%	1%	-5%	i	i
COC(=O)[C@H](C)NC(=O)Nc1ccccc1C(F)(F)F	i	i	-10%	0%	i	1%	2%	-4%	6%	i	i
O=C(CN1CCOCC1)Nc1ccccc1NC(=O)C1CCN(c2ncccn2)CC1	?	i	6%	6%	?	1%	0%	18%	3%	?	i
COc1ccccc1NC(=O)N1CCCC1C(=O)Nc1ccc(NC(C)=O)cc1 (stereo not given)	?	i	2%	-2%	i	0%	2%	?	-6%	i	i
CCOC(=O)c1c(C)c(C(=O)NCCCOC)c(C)n1C	i	i	11%	1%	i	-1%	1%	-16%	-2%	i	i
COc1ccc(N(CC(=O)Nc2ccc(F)c(Cl)c2)S(=O)(=O)c2c(C)noc2C)cc1	i	i	10%	-3%	i	-3%	1%	12%	73%	i	i
Cc1noc(C)c1S(=O)(=O)N(CC(=O)NCc1ccc2c(c1)OCO2)c1ccc(C(C)C)cc1	nt	nt	?	-4%	nt	-4%	2%	-6%	17%	nt	nt
CCN=C(NCC)SC1CC(=O)N(c2cccc(OCC)c2)C1=O (stereo not given)	nt	nt	-9%	-2%	nt	-2%	-1%	-19%	-10%	nt	nt
c1ccc(CNc2nc3ccccc3n2CCN2CCOCC2)nc1	i	i	16%	0%	i	-1%	5%	-14%	-4%	?	i
CCOC(=O)N1CCC(c2nc3ccccc3[nH]2)CC1	i	i	2%	0%	i	1%	2%	6%	-28%	?	i
NC(=O)c1nn(-c2ccccc2)nc1N	?	i	3%	0%	1.1e-07M*	0%	-6%	-28%	2%	1.1e-07M*	i
O=C(NCCSCc1ccco1)Nc1cccc(Cl)c1	i	i	15%	-1%	i	-1%	-29%	-10%	4%	i	i
N/C(Cn1nnc(-c2ccccc2)n1)=N\O	i	i	36%	0%	i	1%	1%	-10%	-12%	i	i
C=C(C)COc1ccc(-c2[nH]ncc2-c2ccc(OC)c(OC)c2)c(O)c1	i	i	3%	-8%	i	2%	-2%	?	?	i	i
Cc1ccc(C(=O)OCC(=O)NCc2ccc3c(c2)OCO3)s1	i	?	17%	-1%	i	0%[0.00368 µM]	2%	-4%	2%	i	i
COc1cccc(/C(O)=C2/C(=O)C(=O)N(c3cc(C)on3)C2c2cccs2)c1 (stereo not given)	i	i	7%	-3%	i	0%	-1%	-14%	3%	?	i

This is a subset, so the mix of outcomes need not match the whole.
